Screening results as filed in PubChem.
A-T KAP1 phos: qHTS Assay for Identifying a Potential Treatment of Ataxia-Telangiectasia; […] A-T fibroblasts, KAP-1 phosphorylation AlphaLISA; neocarzinostatin DNA damage 30 min before lysis; Potency, µM (doses to about 57.5 µM), without a hit: at the highest dose activation, actives largely listed as activators; 0.19% of 320,000 active; AID 485349, 2010; also: potency is read from the fitted curve at half-maximal effect; % of control where 0% means no effect; nearly all actives have a fitted effect of over 45% in size
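hTERT-immortalized A-T patient fibroblasts ([…]), 500 cells/well in OPTI-MEM, 1% FBS, got compounds for 60 min, then NCS for 30 min at 37C. Lysates were then assayed for phospho-KAP-1 by AlphaLISA (anti-pKAP1 donor, anti-KAP1 acceptor beads), 6 hr at 25C.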
MLL CXXC-DNA inh: qHTS Fluorescence Polarization Assay for Inhibitors of MLL CXXC domain - DNA interaction | Histone-lysine N-methyltransferase 2A (Homo sapiens), Q03164 | MLL-CXXC / FITC-HOXA9 DNA fluorescence polarization | Potency, µM (titrated, usually from 115 µM), for the others: at the top dose activity change, negative = inhibition, actives largely listed as inhibitors | 0.037% of 290,000 active | AID 2662, 2010; active = well fitted inhibition curve with a large enough effect in the polarisation, with a control signal flat, not every such curve was filed as active; inconclusive = small, poorly fitted or top-dose-only effect, or effect the other way, or a change in a side signal; inactive = no such curve, though single readings can be large or run the other way; the % refers to the polarisation; also: potency is read from the fitted curve at half-maximal effect
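Fluorescence polarization: 7 uM MLL-CXXC (stock) preincubated 5 min with compounds, then 50 nM fluorescein-HOX-A9 DNA (stock) added; 30 min ambient. Buffer 50 mM Tris-HCl pH 7.5, 50 mM NaCl, 1 mM DTT, 0.05% BSA.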
MBNL1 CUG block: qHTS Assay for Inhibitors of MBNL1-poly(CUG) RNA binding; Muscleblind-like protein 1 (Homo sapiens), Q9NR56; TR-FRET MBNL1-His/biotin-(CUG)12 binding, 665/545 ratio; Potency, µM (series often up to 57.5 µM), for inactives: at the top dose activity change, negative = inhibition, most hits filed as inhibitors; 0.036% of 280,000 active; AID 2675, 2010; active = well fitted inhibition curve with a large enough effect in the signal ratio, with a control signal flat, not every such curve was filed as active; inconclusive = small, poorly fitted or top-dose-only effect, or effect the other way, or a change in a side signal; inactive = no such curve, though single readings can be large or run the other way; the % refers to the signal ratio; also: potency is read from the fitted curve at half-maximal effect; % is scaled to controls: 0 for no effect and ±100 for the full control effect
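Ratiometric TR-FRET (665 over 545 nm, excitation 340 nm) tracks disruption of MBNL1-His/biotin-(CUG)12 complex after 60 min at room temperature, with compounds at 92 nM to 58 uM final.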
TCR act: Activators of T cell receptors: qHTS campaign. primary human leukocytes, anti-CD3, IL-2 HTRF, 48 h. Potency, µM (top dose mostly 9.22 µM), for the others: at the top dose activation of IL-2 secretion, actives largely listed as activators. 330,000 tested, under 10 active. AID 504894, 2011; also: % of control where 0% means no effect
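Compounds are tested in HTS on primary human leukocytes co-incubated with a-CD3 beads for 48 hr. IL-2 output is measured by time-resolved FRET.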
a7 integrin act: qHTS for Activators of Integrin-Mediated Alleviation for Muscular Dystrophy; Potency, µM (titrated, usually from 38.3 µM), for inactives: at the highest dose activation, actives largely listed as activators; AID 624291, 2012; alpha7betagal myoblasts, beta-gal FDG fluorescence, 48 h; 0.064% of 350,000 active;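 also: potency is read from the fitted curve at half-maximal effect; 100% = response of the positive control SU9516; nearly all actives have a fitted effect of over 60% in size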
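alpha7betagal+/- myoblasts (passage 13, 250/well) treated 48 h at 37C with compounds at 1:260 dilution of DMSO stock. Lysed, then beta-galactosidase activity read as FDG fluorescence (ex 480/em 540) after 30 min, with pre-read for autofluorescence.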
S-ASM inh: Inhibitors of Secretory Acid Sphingomyelinase (S-ASM): qHTS. placental ASM, HMU-PC fluorogenic substrate, 60 min. Potency, µM (highest dose often 57.5 µM), inactives show at the top dose activity change, negative = inhibition, usual class: inhibitors. Sphingomyelin phosphodiesterase (Homo sapiens), P17405. AID 504937, 2011. 0.006% of 340,000 active; also: potency is read from the fitted curve at half-maximal effect
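Human placenta-derived ASM preincubated with compound 10 min at room temperature, then reacted with 9 uM (final) fluorogenic HMU-PC substrate for 60 min at 37 C. Stop solution raises pH to 10; fluorescence read at Ex 386/Em 447 nm.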
TSHR antag: Antagonists of the Thyroid Stimulating Hormone Receptor: HTS campaign | TSHR-expressing cells, TSH-stimulated cAMP HTRF, 2 h; stronger effect = lower value | activity change, negative = inhibition, % at 11.5 µM | 0.2% of 330,000 active | AID 504810, 2011;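 active = activity change below a set negative limit, meaning inhibition stronger than a set level, cut at about -70% in these data; inconclusive = activity change between two set negative limits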; also: % is scaled to controls: 0 for no effect and ±100 for the full control effect
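Freshly harvested TSHR cells receive pin-tooled compound, then EC80 TSH at 4nM final. After 2 hours at 37 deg C, antibody in lysis buffer and cAMP-d2 are added; 30 minutes at ambient temperature precede the HTRF read.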
TSG101-PTAP inh: qHTS Assay for Iinhibitors of HIV-1 Budding by Blocking the Interaction of PTAP/TSG101; Tumor susceptibility gene 101 protein (Homo sapiens), Q99816; Fluorescence polarization, FITC-PTAP peptide / Tsg101 binding; Potency, µM (series often up to 115 µM), without a hit: at the highest dose activity change, negative = inhibition, actives largely listed as inhibitors; 340,000 tested, under 10 active; AID 493005, 2010; active = well fitted inhibition curve with a large enough effect in the main read-out, with a control signal flat, not every such curve was filed as active; inconclusive = small, poorly fitted or top-dose-only effect, or effect the other way, or a change in a side signal; inactive = no such curve, though single readings can be large or run the other way; also: potency is read from the fitted curve at half-maximal effect; % of control where 0% means no effect
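Steps: Tsg101 binding domain dispensed (10 uM final), compounds pinned in DMSO, FITC-labeled PTAP-motif peptide added (50 nM final); after 20 min binding at room temperature, polarization measured.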
Mito fusion act: qHTS Assay for Small Molecule Inhibitors of Mitochondrial Division or Activators of Mitochondrial Fusion; AID 485298, 2010; S. cerevisiae fusion-defective mutant growth rescue, CellTiterGlo 48 h; Potency, µM (top dose mostly 46.1 µM), inactives show at the highest dose growth rescue (activation), actives largely listed as activators; 0.23% of 320,000 active;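 also: potency is read from the fitted curve at half-maximal effect; % of control where 0% means no effect; nearly all actives have a fitted effect of over 45% in size; temperature-sensitive fusion mutants such as fzo1-1 at 37 °C on non-fermentable ethanol glycerol medium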
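Yeast fusion mutant, YPEG (non-fermentable carbon), compound, 48 h at 37C non-permissive; CellTiterGlo added, 10 min RT, luminescence read. Rescued growth = division inhibition.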
Menin MLL FP TR: qHTS Assay for Inhibitors Targeting the Menin-MLL Interaction in MLL Related Leukemias: Competition With Texas Red Labeled MLL-derived Mutant Peptide | O00255 | Menin + Texas Red MLL mutant peptide, fluorescence polarization | Potency, µM (doses to about 61.6 µM), inactives show at the highest dose FP activity change, negative = inhibition, usual class: inhibitors | 0.23% of 270,000 active; active = well fitted inhibition curve with a large enough effect in the polarisation, with a control signal flat, not every such curve was filed as active; inconclusive = small, poorly fitted or top-dose-only effect, or effect the other way, or a change in a side signal; inactive = no such curve, though single readings can be large or run the other way; the % refers to the polarisation; also: potency is read from the fitted curve at half-maximal effect; % of control where 0% means no effect; many of its hits are not listed in these tables
* = called active by the depositor; ? = inconclusive; / = no result given; & = joins results of further samples; [ ] = remark or other dose. Unless noted, calls follow the shape of the dose curve; as a rule, active = well fitted curve in the direction sought with a large enough effect; inconclusive = small, poorly fitted or top-dose-only effect, or another doubt; inactive = no such curve, though single readings can be large; an effect the other way counts as inactive or inconclusive. This is a subset; rates above refer to the full screens.

SMILES	A-T KAP1 phos	MLL CXXC-DNA inh	MBNL1 CUG block	TCR act	a7 integrin act	S-ASM inh	TSHR antag	TSG101-PTAP inh	Mito fusion act	Menin MLL FP TR
Cn1c(C2=C(O)CN(c3ccc4c(c3)OCCO4)C2=N)nc2ccccc21	-4.6%	6.6%	-7.3%	5.4%	-29.4%	0.8%	3.0	-2.2%	-2.3%	-5.1%
CNc1ccc(Br)cc(C(=O)/C=C/c2cccc(OC)c2OC)c1=O	10.3%	-14.4%	?	2.6%[46.1 µM]	38.3%	2.4%	-6.9	-4.2%	1.9%	?
CN(C)C1=NC(=O)/C(=C/c2ccc(-c3ccc(S(N)(=O)=O)cc3)o2)S1	-4.8%	47.9%[activator]	?	/	/	/	12.4	/	2.2%	21.9%
C#CCOCCOCCOCCNc1nc(N2CCN(C(=O)CCCCCCCCCCNC(=O)[C@@H](CCSC)n3cc(CCO)nn3)CC2)nc(N2CCN(C(=O)CCCCCCCCCCNC(=O)[C@H](CCSC)n3cc(CCO)nn3)CC2)n1	?	/	/	-2.5%	10.8%	3.2%	1.1	-2.2%	8.7%	/
Cc1noc(C(=O)N(C)c2ccccc2)c1Cl	3.6%	-2.4%	1.3%	12.2%	?	5.3%	-12.9	-3.1%	1.5%	7.8%
COc1ccc(CC(=O)NCc2nnc(SCC(=O)c3ccc(OC)cc3)n2C)cc1	-2.2%	27.5%	-2.1%	3.8%	0.0%	-3.4%	-0.2	0.5%	3.6%	-9.0%
CC1CC(C)(C)NC(C)c2ccccc21 (stereo not drawn)	-0.9%	-2.5%	3.4%	0.2%	9.6%	-1.0%	-3.1	-1.5%	0.0%	19.7%
CCc1nc(N)nc(N)c1-c1ccc(Cl)c(N=[N+]=[N-])c1	/	/	/	3.3%&-1.4%	-1.6%&-3.0%	5.6%&1.9%	/	-1.1%&0.5%	/	/
COC(=O)[C@H]1[C@@H](C)N(Cc2ccccc2)C(=O)N[C@H]1c1cccc(C(F)(F)F)c1	/	/	/	-1.8%	1.2%	-6.4%	/	0.8%	/	-2.6%[11.7 µM]
O=C1/C(=C/c2ccco2)Cc2ccccc21	-6.1%	-10.9%	?	0.4%[46.1 µM]	-10.2%	26.8%	-3.3	-0.7%	0.9%	-1.8%
O=C(c1ccc(Cl)c([N+](=O)[O-])c1)N1CCN(S(=O)(=O)c2ccc(Cl)cc2)CC1	-3.5%	/	/	4.1%	0.0%	-1.6%	-6.8	-5.6%	16.1%	/
COc1ccc(Cn2cc3c(-c4ccc(F)cc4)nnc-3c3cc(OC)c(OC)cc32)cc1	12.1%	?	-16.6%	-51.4%	-49.4%[inhibitor]	57.2%	22.3	?	-2.6%	-15.1%
CCOC(=O)c1c(C)nc2sc(C(=O)Nc3ccc(C(C)=O)cc3)c(N)c2c1-c1ccc(OC)cc1	6.3%	4.7%	23.9%	-2.7%	-20.3%	238.9%[activator]	-19.3	-2.3%	2.6%	-11.3%
N#CC1(NC(=O)CN2C(=O)c3ccc([N+](=O)[O-])cc3C2=O)CCCCC1	-6.5%	/	/	0.6%	3.8%	0.0%	-0.4	0.5%	0.9%	/
CC(C)[C@H]1COCCS(=O)(=O)N1Cc1ccccc1-c1cccc2c1oc1ccccc12	6.8%	/	/	2.0%[46.1 µM]	0.0%	-11.2%	-10.7	-3.4%	/	/
COc1cc(-c2cc(C(=O)Nc3ccc(C)c(S(=O)(=O)N4CCOCC4)c3)c3ccccc3n2)cc(OC)c1OC	42.6%	/	/	1.4%	-6.3%	-10.1%	-29.0	-2.4%	/	/
COc1cccc(-n2c(C)c(C(C)=O)c(C(C)=O)c2C)c1	-2.7%	-0.2%	-5.7%	-1.6%	1.6%	2.3%	-1.4	-1.7%	8.6%	-11.4%
CC(NC(=O)NC1CCCCC1)C(c1cccs1)N1CCN(c2ccccc2)CC1 (stereo not drawn)	4.4%	6.1%	-4.5%	-1.7%	-13.4%	3.4%	-4.6	-4.1%	13.1%	6.1%
CCCCNC(=O)c1ccc2c(c1)N(C)C(=O)c1ccccc1S2	6.5%	2.5%	-6.7%	3.2%	0.3%	0.3%	-1.9	-1.4%	10.5%	-13.8%
Cn1c(/C(C#N)=C(\O)c2ccc([N+](=O)[O-])s2)nc2ccccc21	1.8%	-6.3%	8.3%	-3.5%	-0.6%	1.3%	-13.3	-1.3%	-2.8%	-25.5%
Cc1cccc(Nc2ncnc3nc[nH]c23)c1	2.6%	12.0%	-23.9%	5.0%[46.1 µM]	-6.3%	7.1%	2.6	2.8%	-1.0%	20.1%
CCn1c(C)nc2cc(C#N)ccc21	2.3%	1.9%	1.3%	-0.3%	8.1%	1.1%	1.6	0.0%	8.8%	-4.1%
CCOc1ccccc1NC(=O)COC(=O)Cc1ccc(-c2ccccc2)cc1	31.0%	-1.6%	-14.3%	-2.5%[46.1 µM]	1.9%	-0.8%	61.1	4.5%	7.5%	12.9%
CS(=O)(=O)c1ccc(C(=O)OCC(=O)NC23CC4CC(CC(C4)C2)C3)cc1[N+](=O)[O-]	-3.3%	6.1%	25.6%	0.5%[46.1 µM]	-52.0%[inhibitor]	/	-76.1*	0.5%	-1.9%	-7.2%
Cc1c(C(=O)NCc2cccnc2)oc2ccc(S(=O)(=O)N3CCC4(CC3)OCCO4)cc12	0.3%	1.4%	-4.8%	5.4%	-5.7%	-4.6%	-13.1	-3.0%	2.8%	-13.1%
CCOC(=O)c1ccccc1NC(=O)COC(=O)C1CCN(S(=O)(=O)c2ccccc2C(=O)OC)CC1	-2.8%	/	/	0.0%	26.7%	-4.0%	-1.3	-0.1%	11.2%	/
COc1cccc(OCc2nc3ccccc3c(=O)n2N)c1	3.2%	7.2%	-2.3%	/	-4.2%	-3.0%	-9.2	/	1.6%	-17.7%
Cc1ccc(C)c(N2CCN(S(=O)(=O)c3ccc4c(c3)CCN4C(=O)CCC(=O)O)CC2)c1	12.5%	-20.8%	-2.8%	-2.1%	-4.3%	-3.3%	-16.2	-6.4%	2.9%	12.0%
CCOC(=O)CSc1nc2cc(C)cc(C)c2cc1C#N	11.8%	-1.9%	2.5%	-2.7%	7.2%	-2.0%	-6.5	-4.4%	11.2%	-1.9%
O=C(Cc1ccc(Nc2nc3ccc(Br)cc3[nH]2)cc1)NCCc1cccs1	-8.2%	?	-22.6%	-7.4%	12.7%	8.8%	18.2	1.3%	-6.7%	?
COC(=O)c1ccccc1N=Nc1c(N)n[nH]c1N	-7.9%	-5.0%	/	-1.0%	14.9%	-15.1%	1.2	-2.9%	-1.8%	/
COc1cc(C(=O)N2CCN(C(=O)c3cc(-c4ccc(Br)cc4)n[nH]3)CC2)cc(OC)c1OC	-4.9%	24.1%	2.3%	-1.4%	-24.7%	-14.4%	7.9	-5.0%	-7.8%	4.4%
Cc1ccc(C2=NCCn3c2c2ccc([N+](=O)[O-])cc2[n+]3[O-])cc1	19.6%	/	/	0.1%	-22.7%	-8.4%	-1.4	1.4%	11.7%	/
COC(=O)c1c(NC(=O)c2c(-c3ccccc3Cl)noc2C)sc2c1CCC2	/	-14.7%	13.3%	4.3%	18.9%	-8.7%	-3.2	-1.8%	2.5%	-2.3%
Clc1ccc(/C=N/Nc2nc(Cl)nc3ccccc23)cc1	1.5%	0.0%	5.0%	-3.1%	2.9%	9.4%	-11.5	-10.6%	3.8%	20.2%
COc1ccc(Cl)cc1NC(=O)CSc1nc(Nc2ccccc2)nc(N2CCOCC2)n1	0.5%	-3.9%	2.1%	-0.9%	0.0%	?	-20.6	-1.6%	2.3%	-9.0%
COc1ccc(S(=O)(=O)N2CCOCC2)cc1NC(=O)c1cccc2c(=O)c(C)c(-c3ccccc3)oc12	/	-0.1%	-3.6%	1.4%[46.1 µM]	-24.1%	-0.6%	-2.8	1.0%	3.8%	9.2%
